HepG2 tox = counter-screen for TGF-b inhibitors: cytotoxicity in HepG2 cells; HepG2 CAGA-GFP viability, ATP luminescence, 18 h; AID 588856; hit rate 0.76% among 410,000; Potency, µM (top dose mostly 46.1 µM), without a hit: at the top dose activity change, negative = cytotoxicity, actives largely listed as cytotoxic; note: potency is the fitted concentration of half-maximal effect; some results filed as inactive show a strong effect at the top dose
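HepG2 CAGA-GFP cells (1000/well, DMEM with 1% FBS) received compound, then TGF-beta at 500 pg/mL final, and were incubated 18 hours at 37 degrees C. Viability was read by CellTiter-Glo luminescence. Media-only wells were set as complete cell-killing and DMSO as no toxicity.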
Nrf2 activator = activates Nrf2 signaling; hit rate 0.31% among 410,000; Potency, µM (top dose mostly 46.1 µM), without a hit: top-dose activation, hits mostly activators; AREc32 ARE-luciferase reporter (MCF7-derived line), luminescence, 24 h; AID 624171; note: potency is the fitted concentration of half-maximal effect; % of control where 0% means no effect; nearly all actives have a fitted effect of over 65% in size
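Luciferase luminescence (Steady-Glo, 30 min at room temperature) served as the read-out of ARE activation in AREc32 cells treated with compounds for 24 hr at 37 deg C.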
ATXN viability = viability counter-screen for ATXN expression inhibitors. S2 cells (HEK-293 line with an ATXN2-luciferase reporter) viability, CellTiter-Fluor protease fluorescence, 24 h. hit rate 0.49% among 400,000. Potency, µM (top dose mostly 56.7 µM), actives largely listed as cytotoxic; note: potency is the fitted concentration of half-maximal effect; nearly all actives have a fitted effect of over 40% in size
Nrf2 block = Nrf2 pathway inhibition. A549 ARE-Fluc reporter, luciferase luminescence, 18-24 h. Potency, µM (series often up to 46 µM), for the others: top-dose activity change, negative = inhibition, usual class: inhibitors. hit rate 2.1% among 360,000. AID 504444; note: potency is the fitted concentration of half-maximal effect; % is set by controls: 0 for no effect and ±100 for the full control effect; nearly all actives have a fitted effect of over 60% in size
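Nrf2 activity is the BugLite luminescence, read 15 min after reagent at room temperature, following CellTiter-Fluor cytotoxicity readout (30 min, 37C). Compound titrations were applied for 18-24 h to 5000 A549 ARE_Fluc cells/well in 5% FBS OPTI-MEM.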
TGFb inhibitor = blocks TGF-b signaling; hit rate 1.2% among 410,000; HepG2 CAGA-GFP TGF-b/SMAD3 reporter, GFP fluorescence, 18 h; TGF-beta stimulated, 500 pg/mL final; Potency, µM (top dose mostly 46.1 µM), for the others: top-dose activity, negative = inhibition, actives largely listed as inhibitors; note: potency is the fitted concentration of half-maximal effect; % is set by controls: 0 for no effect and ±100 for the full control effect; nearly all actives have a fitted effect of over 65% in size
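HEPG2 CAGA-GFP, 1000 cells/well; 2 h settle, 37 C; cpd via pin tool; TGF-b 500 pg/mL final; 18 h, 37 C; GFP imaging ex488/em500-530; %Activity normalised to -TGF-b and +DMSO controls; CRC fit, curve class.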
IL1B secr inh = inhibitors of inflammasome signaling (IL-1 beta secretion); activity change, % at 57.5 µM; hit rate 4.7% among 360,000; AID 743279; THP-1 LPS/ATP IL-1B secretion, AlphaLISA, 16 h; active compounds read low; in the data active = activity change below about -50%; inconclusive = mostly about -30% to -49%; note: % is set by controls: 0 for no effect and ±100 for the full control effect
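THP-1 cells pretreated 1 hr with compounds (up to 57.5 uM final), then stimulated with LPS (250 ng/mL final) plus ATP (1.25 mM final); secreted IL-1B measured by AlphaLISA after 16 hr, decreased signal indicating inhibition.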
ATXN2 expr inh = ATXN2 expression inhibition; AID 1745845; Potency, µM (highest dose often 57 µM), without a hit: at the top dose activity change, negative = inhibition, hits mostly inhibitors; hit rate 0.72% among 360,000; HEK-293 ATXN2-luciferase reporter, luminescence, 24 h; note: potency is the fitted concentration of half-maximal effect; % is set by controls: 0 for no effect and ±100 for the full control effect; nearly all actives have a fitted effect of over 55% in size
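ATXN2-luciferase reporter cells (luciferase flanked by upstream and downstream ATXN2 gene portions) were treated 24 h at 37 °C with compounds at up to 57 uM. SteadyGlo luminescence gave expression; GF-AFC fluorescence gave viability.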
MCF10A rereplic = DNA re-replication induction in MCF 10a cells; AID 624296; hit rate 2.9% among 350,000; MCF 10A DNA re-replication, Hoechst nuclear intensity, 48 h; Potency, µM (top dose mostly 46.1 µM), without a hit: top-dose activity, positive = re-replication, actives largely listed as activators; note: potency is the fitted concentration of half-maximal effect; % of control where 0% means no effect; nearly all actives have a fitted effect of over 50% in size
A549 tox = counter-screen for Nrf2 inhibitors: cytotoxicity in A549 cells. A549 ARE-Fluc cells, CellTiter-Fluor viability, 18-24 h. AID 504648. Potency, µM (highest dose often 46 µM), for inactives: at the top dose activity change, negative = cytotoxicity, actives largely listed as inhibitors. hit rate 0.16% among 390,000; note: potency is the fitted concentration of half-maximal effect; % is set by controls: 0 for no effect and ±100 for the full control effect
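A549 ARE-Fluc cells in 5% FBS OPTI-MEM, 5000 cells/well, rested 2 h then exposed to compounds in concentration-response for 18-24 h at 37 °C. Viability by CellTiter-Fluor fluorescence (Ex 405/Em 525) after 30 min; luciferase luminescence (BugLite, 15 min, RT) read afterwards.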
* = called active by the depositor; i = inactive; ? = inconclusive; · = not tested or not shown; & = joins results of further samples; [ ] = remark or other dose. Unless noted, calls come from the whole dose curve; as a rule, active = well fitted curve in the direction sought with a large enough effect; inconclusive = small, poorly fitted or top-dose-only effect, or another doubt; inactive = no such curve, though single readings can be large; an effect the other way counts as inactive or inconclusive.

SMILES | HepG2 tox | Nrf2 activator | ATXN viability | Nrf2 block | TGFb inhibitor | IL1B secr inh | ATXN2 expr inh | MCF10A rereplic | A549 tox
CCOC(=O)N1CCN(C(=O)C2CCN(S(=O)(=O)c3ccc(NC(C)=O)cc3)CC2)CC1 | 12% | 0.0% | i | 0% | -7% | -9 | -11% | -4% | -2%
C[C@H](O)[C@@H]1C(=O)N2CCc3ccc(N4CCOCC4)cc3[C@@H]2C[C@@H]1N(C)C(=O)C(C)(C)C | 3% | 0.0% | i | -4% | -8% | 0 | 0% | -15% | -7%
COc1ccccc1NC(=O)NCCN1CCN(c2cccc(Cl)c2)CC1 | -4%&2% | -0.5%&-0.6% | i | -26%&10% | 2%&-12% | ? | -11%&-11% | -6% | ?
CCOC(=O)C(NC(C)=O)(OCc1ccc(F)cc1)C(F)(F)F (stereo not given) | 21% | -1.3% | i | · | -1% | -14 | -6% | -1% | -1%
Cc1c(C#N)c(SCC(N)=O)nc2c1CCCC2 | 10% | 2.9% | i | · | ? | 34 | 0% | 4% | -2%
O=C(NCCc1ccc(F)cc1)Nc1ccccc1Cl | -2% | 0.1% | i | -17% | 0% | ? | 0% | 4% | -4%
O=C(C1CCC1)N1CCc2cc(S(=O)(=O)NCCCN3CCCCC3)ccc21 | 4% | -0.7% | i | -3% | 3% | 3 | -8% | ? | 14%
CCCCN(C=O)c1c(CC)nc2ccc(C(=O)NCCCn3ccnc3)cn12 | 2% | -0.7% | i | · | 17% | 3 | 9% | · | ·
CC(CC(=O)O)CC(=O)Nc1ccc(S(N)(=O)=O)cc1 (stereo not given) | 8% | -0.6% | i | 7% | 8% | 38 | -4% | -1% | 1%
Cn1ncc2c(O/N=C(\N)c3ccc(C(F)(F)F)cc3)ncnc21 | -111% | -3.6% | ? | 18µM* | ? | -70* | · | ? | ?
O=C(c1ccco1)N1N=C(c2cccs2)CC1c1ccco1 (stereo not given) | 1% | 1.9% | i | 6% | 4% | 16 | 9% | 2% | -5%
CCOc1ccc(N(CC(=O)NCc2ccc(F)cc2)S(=O)(=O)c2c(C)noc2C)cc1 | -11% | 0.1% | i | -2% | -7% | 14 | -1% | 12% | 3%
CCN1CCN(c2nc(C)nc3c2sc(=S)n3C)CC1 | -34% | 3.2% | i | ? | -5% | 41 | 13% | ? | -5%
CCN1CCN(C(=O)CSCc2nc(-c3ccc(OC)c(OC)c3)oc2C)CC1 | 8% | 0.3% | i | 5% | 17% | -3 | -6% | -1% | -1%
CC(C)Oc1ccccc1/C=N/n1nnnc1N | -9% | 4.5% | ? | 1% | 11% | 0 | · | 0% | ?
CC(C)C1O/C(=N/C(=O)Nc2ccc(Cl)c(Cl)c2)NC1=O (stereo not given) | -42% | 0.5% | i | ? | -2% | 10 | -13% | 12% | -3%
O=C(COC(=O)C1CCCO1)Nc1cccc(C(F)(F)F)c1 (stereo not given) | -27% | 2.1% | i | ? | -10% | -27 | -3% | ? | 0%
CC(C)(C)NC(=O)CN(C(=O)C1(C)CC(=O)N=C2C=CC=CN21)C1CCCC1 (stereo not given) | 0% | 0.3% | i | -17% | 3% | 28 | 1% | -3% | 0%
O=C(Sc1n[nH]c(=O)[nH]c1=O)c1ccccc1 | -1% | 0.3% | i | 25% | 13% | 8 | -13% | 6% | 13%
CCOC(=O)N1CCN(S(=O)(=O)c2ccc3c4c(cccc24)C(=O)N3)CC1 | -6% | 2.5% | · | -20% | 3% | 11 | 1% | 13% | -1%
O=C(CN1C(=O)C2C3C=CC(C3)C2C1=O)NCc1ccccc1 (stereo not given) | 3% | -0.7% | i | · | 6% | 27 | 1% | -20% | -3%
COc1ccc2[nH]c3c(c2c1)CCN1C(=O)C(CC(=O)NCC24CC5CC(CC(C5)C2)C4)C[C@H](C(=O)N2CCOCC2)[C@@]31CCC1CCCC1 (stereo not given in full) | 12% | -0.7% | i | 21µM* | 11µM* | -62* | 8% | -22% | -20%
COc1cccc(/C=N/NC(=S)Nc2cccc(C(=O)O)c2)c1 | -7% | -0.5% | i | ? | -11% | 5 | 7% | 3% | 5%
CC(=O)NCCc1ccc(S(=O)(=O)N(C)C2CCS(=O)(=O)C2)cc1 (stereo not given) | 0% | 0.3% | i | 7% | -13% | 0 | -8% | -11% | 3%
Cc1oc(-c2ccccc2F)nc1CS(=O)CC(=O)NCc1ccc(Cl)cc1 (stereo not given) | -12% | -0.2% | i | -5% | -9% | -11 | 15% | 6% | 2%
CN(Cc1n[nH]c(=S)n1C)S(=O)(=O)c1ccccc1 | 6% | -0.3% | i | -17% | 19% | 16 | -12% | 6% | 15%
COc1cc(CN(C(=S)NCC(=O)NC2CC2)C2CCCC2)cc(OC)c1OC | 2% | -1.8% | i | -8% | 6% | 22 | 15% | -9% | 7%
CC(C)C[C@H](NC(=O)[C@@H]1Cc2ccccc2CN1)C(=O)Nc1ccc(C(C)C)cc1 | -11% | 2.6% | i | 11% | -7% | -1 | 14% | 1% | -15%
Cc1ccc(C(=O)NCCNC(=O)COc2ccc(Cl)cc2)cn1 | -59% | 0.1% | i | -15% | -2% | 40 | -10% | -1% | 3%
COC(=O)c1cc(C(=O)N2CCOCC2)cc([N+](=O)[O-])c1 | -2% | -0.2% | i | -7% | 6% | 19 | -7% | -1% | 0%
CC(=O)c1c(C)[nH]c(C(=O)COC(=O)CN2C(=O)C3CCCCC3C2=O)c1C (stereo not given) | -2% | -0.9% | i | -14% | 4% | 18 | -1% | ? | 0%
CCOc1ccc(NC(=O)CCn2ccnc2)cc1 | 4% | -0.6% | i | 0% | 0% | 4 | 11% | 1% | 2%
O=C(N/N=C/c1cc([N+](=O)[O-])ccc1O)c1cccc2cc[nH]c12 | -83% | -0.7% | ? | 23µM* | 13µM* | 232 | 3.2µM* | ? | ?
Cc1cc(C(=O)Nc2ccc(C(=O)O)cc2)c(-c2ccccc2)o1 | 1% | -0.2% | i | · | 0% | 21 | -7% | -4% | 3%
CC(C)C(NC(=O)c1ccco1)C(=O)OCC(=O)N1CC(=O)Nc2ccccc21 (stereo not given) | 3% | -0.1% | i | 2% | 7% | 17 | -6% | -8% | 4%
Cc1noc(NS(=O)(=O)c2ccc(NC(=O)c3nn(-c4ccccc4)ccc3=O)cc2)c1C | 1% | -0.1% | i | -8% | -2% | 8 | 6% | 24% | -4%

Ordered by SMILES length (rising): part of the list above.
SMILES | HepG2 tox | Nrf2 activator | ATXN viability | Nrf2 block | TGFb inhibitor | IL1B secr inh | ATXN2 expr inh | MCF10A rereplic | A549 tox
Cc1cc(C(=O)Nc2ccc(C(=O)O)cc2)c(-c2ccccc2)o1 | 1% | -0.2% | i | · | 0% | 21 | -7% | -4% | 3%
Cc1oc(-c2ccccc2F)nc1CS(=O)CC(=O)NCc1ccc(Cl)cc1 (stereo not given) | -12% | -0.2% | i | -5% | -9% | -11 | 15% | 6% | 2%
CC(C)C[C@H](NC(=O)[C@@H]1Cc2ccccc2CN1)C(=O)Nc1ccc(C(C)C)cc1 | -11% | 2.6% | i | 11% | -7% | -1 | 14% | 1% | -15%

Some of these compounds in order of their number in Nrf2 activator, low to high.
molecule,Nrf2 activator
COc1cc(CN(C(=S)NCC(=O)NC2CC2)C2CCCC2)cc(OC)c1OC,-1.8%
CC(=O)c1c(C)[nH]c(C(=O)COC(=O)CN2C(=O)C3CCCCC3C2=O)c1C (stereo not given),-0.9%
COC(=O)c1cc(C(=O)N2CCOCC2)cc([N+](=O)[O-])c1,-0.2%
Cc1noc(NS(=O)(=O)c2ccc(NC(=O)c3nn(-c4ccccc4)ccc3=O)cc2)c1C,-0.1%
Cc1ccc(C(=O)NCCNC(=O)COc2ccc(Cl)cc2)cn1,0.1%
CC(C)C[C@H](NC(=O)[C@@H]1Cc2ccccc2CN1)C(=O)Nc1ccc(C(C)C)cc1,2.6%

Next section.
SMILES | HepG2 tox | Nrf2 activator | ATXN viability | Nrf2 block | TGFb inhibitor | IL1B secr inh | ATXN2 expr inh | MCF10A rereplic | A549 tox
O=C(Cc1ccc(Cl)c(Cl)c1)N1CCOCC1 | 8% | -1.0% | i | 11% | 0% | 2 | 11% | 1% | 5%
CN1CCN(CCOc2ccc(Cc3ccccc3)cc2)CC1 | -22% | -0.2%[9.22 µM] | i | 2% | 10% | -13 | -14% | ? | -11%
Cc1cccc(NC(=O)CSCC(=O)Nc2sccc2C#N)c1 | 2% | -0.1% | i | 9% | -2% | 1 | 5% | 2% | 1%
Cc1cccc(N/N=C(\C(N)=O)C2=NC(C)(C)Cc3ccccc32)c1 | -23% | -0.6%[9.22 µM] | i | ? | 0% | -14 | 5% | 12µM* | ?
Clc1ccc(-c2csc(-c3ccno3)n2)cc1 | 9% | 2.8% | ? | 8% | -2% | 23 | 26% | -17% | -9%
CCN(C(=O)COC(=O)CCCOc1ccccc1)c1c(N)n(Cc2ccccc2)c(=O)[nH]c1=O | -4% | -0.4% | i | 1% | -4% | -8 | -6% | 5% | 14%
NC(=O)c1cc(N2C(=O)C3CC=CCC3C2=O)ccc1N1CCCCC1 (stereo not given) | -15% | 2.7% | i | 26% | -5% | 42 | 3% | 6% | ·

High-throughput results as filed in PubChem.
